# Assay outcomes: PubChem, several laboratories
# MT stabilizer: microtubule stabilizers in HeLa cells, primary screen, imaging, high-content imaging | HeLa tubulin immunostaining HCS, 24 h; share of cells brighter than vehicle mean+2SD | % tubulin-high responders, % at 10 µM | 0.83% of 200,000 active | AID 2205, 2009;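 active = plate Z-score above 3 for both tubulin-high and condensed-nucleus cell shares, with cell loss under 80%, at 10 µM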;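 note: anti alpha tubulin signal scored within the nucleus-defined area of each cell; some results filed as inactive read as strong as hits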
# b-catenin transl: modulators of beta-catenin nuclear translocation, primary screen, imaging, HeLa cells, immunofluorescence, high-content. nuclear translocation activity, % at 5 µM. 0.3% of 190,000 active. AID 1665, 2009;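 active = nuclear translocation activity above 50% at 5 µM, with a well cell count of 50 or more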;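 note: per-cell ratio of nuclear to cytoplasmic median beta-catenin stain intensity; plate controls were DMSO negative control for no effect and GSK-3 inhibitor IX positive control for full effect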
#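 Signal – beta-catenin immunofluorescence imaging with DAPI · Test system – human HeLa cell line · Dosing – 5 µM primary single dose, 0.1% DMSO, 0.02–20 µM confirmation series · Measure – % activation, nuclear-to-cytoplasmic median beta-catenin signal ratio per cell · Incubation – 24 h compound exposure at 37°C, 5% CO2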
# M17LAP inhibition: P. falciparum M17LAP inhibitors, primary screen, biochemical, fluorogenic H-Leu-NHMec substrate, 1536-well (AID 1619); 0.38% of 220,000 active; inhibition, % at 30 µM, or IC50 in µM where a hit was titrated; Leucine aminopeptidase (Plasmodium falciparum (isolate 3D7)); recombinant M17LAP, H-Leu-NHMec fluorogenic kinetic assay; higher % means a stronger effect;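 active = compound inhibiting the enzyme by more than half at any dose during confirmatory dose-response retesting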;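 note: plate controls were full reaction with DMSO carrier for no effect and no enzyme background for full effect; strong numbers were not always called active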
# Dynein cargo inh: inhibitors of GR-EGFP nuclear translocation, primary screen, dynein cargo transport inhibitor project, imaging, high-content, 3617.4 mouse cells; test concentration mostly 20 µM; stimulated with dexamethasone, 1 µM; stronger effect = lower value; z-score, hits read low; 0.47% of 220,000 active;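 active = plate z-score of nuclear minus cytoplasmic receptor signal below a set negative limit, without overly bright fluorescence or cell loss, cut at about -3.5 in these data, passing the limit was not always enough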;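 note: z-score of nuclear minus cytoplasmic ring GR-EGFP intensity difference per well; some compounds called inactive have numbers as strong as hits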
#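 Buffer or medium – tet-free medium with charcoal-stripped serum · Signal – automated 10x imaging of fixed Hoechst-stained cells · Also added – dexamethasone agonist, 1.0 µM final, for 30 min · Incubation – induction 48 h, compound 1 h, agonist 30 min · Read-out – GR-EGFP nuclear translocation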
# ER stress rescue: rescue of cells from ER stress-induced death, primary screen, 384-well, CSM14.1, thapsigargin, ATP luminescence (AID 1222); 190,000 tested, under 10 active; one-dose cellular ATP content (survival), % at 20 µM; EC50 in µM for titrated hits; CSM14.1 thapsigargin-induced death rescue, ATP luminescence; higher % means a stronger effect;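 active = EC50 below 50 µM in the dose-response confirmation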;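 note: death triggered by thapsigargin at about 15 µM added after 2 h compound pretreatment; cell ATP read after overnight thapsigargin exposure of roughly 18 to 22 hours; normalized against plate controls of thapsigargin alone and 5% DMSO vehicle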
# M1AAP inhibition: P. falciparum M1AAP inhibitors, biochemical, fluorogenic H-Leu-NHMec substrate, 1536-well (AID 1445); recombinant M1AAP, H-Leu-NHMec fluorogenic kinetic assay; higher % means a stronger effect; inhibition, % at 30 µM; hits with a dose series show IC50 in µM; 0.42% of 220,000 active;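 active = primary inhibition above the hit cutoff, then over 50% inhibition at one or more dose response concentrations, cut at about 23% in these data, passing the limit was not always enough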;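 note: plate controls were DMSO full reaction for no effect and no enzyme background for full effect; strong numbers were not always called active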
# Insulin prom up: insulin promoter activators in MIN6 cells, imaging, high-content screening, mouse beta cells | AID 1625, 2009 | MIN6 insulin promoter-GFP reporter; stronger effect = higher value | z-score at 5 µM | 0.3% of 190,000 active;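 active = z-score above 3 at 5 µM with at least 500 cells counted in the well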
# Autophagy mod: autophagy modulators in MEF cells, primary screen, imaging, high-content, MEF GFP-LC3; calls only at 10 µM (by protocol); 0.98% of 190,000 active; AID 463193, 2010; MEF GFP-LC3 puncta imaging; test concentration mostly 10 µM;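 active = percentage of spot-positive cells more than 3 SD above its plate mean, without a fluorescence outlier flag or 80% toxicity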;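 note: spot-positive cell cutoff set from DMSO-treated cells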
# K1F lysis inhibition: inhibition of K1F phage lysis, E. coli UTI89, bacterial capsule biogenesis inhibitors, alamar blue (AID 488966); 0.02% of 340,000 active; E. coli UTI89 K1F phage lysis, alamar blue, 2 h; higher % means a stronger effect; inhibition, % at 100 µM; hits with a dose series show IC50 in µM;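 active = phage lysis inhibition, versus mean bacterial control, above a set limit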;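 note: capsule biogenesis inhibitors block K1F phage lysis so surviving cells raise fluorescence; higher fluorescence means more inhibition of phage lysis; actives were called in the ten point dose series up to 300 µM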
# Dynein cargo inh cytoplasmic EGFP: further read-out of Dynein cargo inh, marked with its call; z-score; measured here: cytoplasmic GR-EGFP intensity; stronger effect = higher value
# Dynein cargo inh nuclear GR-EGFP: second read-out of Dynein cargo inh, no call of its own (marks repeat the call); z-score; measured here: nuclear GR-EGFP intensity;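 lower value marks the stronger effect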
# Dynein cargo inh cell count: second read-out of Dynein cargo inh, no call of its own (marks repeat the call); z-score; measured here: cell count per field
# Insulin prom up cell count: recorded beside Insulin prom up, whose call it bears; cell count; measured here: cytotoxicity, nuclei count;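 total cells summed across four imaged fields per well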
# b-catenin transl cell count 5 µM: also measured in b-catenin transl; calls as there; cell count; measured here: cell count, cytotoxicity flag
# MT stabilizer Hoechst-high %: further read-out of MT stabilizer, marked with its call; % Hoechst-high responders; measured here: nuclear condensation Hoechst responders;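 share of cells brighter than vehicle mean plus two SD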
# MT stabilizer cytotoxicity %: recorded beside MT stabilizer, whose call it bears; toxicity, %; measured here: cytotoxicity by cell density;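 0% = mean cell density of plate MIN control wells and 100% = no cells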
# Autophagy mod cell loss 18 h: recorded beside Autophagy mod, whose call it bears; toxicity, %; measured here: cell loss, nuclei count;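 cell loss after 18 h compound exposure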
# An asterisk follows results filed as active; i = inactive; · = not tested or not shown; [ ] = another dose, or the depositor's remark.
SMILES,MT stabilizer,MT stabilizer Hoechst-high %,MT stabilizer cytotoxicity %,b-catenin transl,b-catenin transl cell count 5 µM,M17LAP inhibition,Dynein cargo inh,Dynein cargo inh cytoplasmic EGFP,Dynein cargo inh nuclear GR-EGFP,Dynein cargo inh cell count,ER stress rescue,M1AAP inhibition,Insulin prom up,Insulin prom up cell count,Autophagy mod,Autophagy mod cell loss 18 h,K1F lysis inhibition
O=C(Nc1ccccc1)N1CCc2ccccc2C1,2.9,1.8,5.3,0.8,527,5.0%,0.516,-0.24,0.434,0.505,-5.1%,3.8%,1.35,1265,i,-7.4,-1.5%
COc1ccc(-c2cc(C(F)F)n3ncc(C(=O)N4CCN5CCCC5C4)c3n2)cc1 (stereo unspecified),3.1,2.2,10.4,-1.5,1095,-22.1%,0.382,-0.251,0.294,0.732,-1.0%,9.8%,-2.66,1203,i,0.7,0.1%
COc1ccccc1NC(=O)CNC(=O)c1ccc([N+](=O)[O-])cc1,0.9,2.1,6.1,0.1,1044,-0.6%,-0.931,-0.305,0.195,0.644,0.7%,5.3%,0.05,1559,i,12.3,-0.1%
CCOC(=O)CSc1nc(C)nc2c1sc1nc(C)c(C(C)=O)c(-c3ccc(OC)cc3)c12,2.0,2.2,3.2,0.3,457,11.9%,-0.368,-0.205,-0.0288,0.755,-1.2%,-1.8%,1.22,957,i,-4.9,0.4%[50 µM]
O=[N+]([O-])c1ccccc1/C=C/C=N/Nc1ccc(S(=O)(=O)Nc2ccc(Cl)cc2)cc1[N+](=O)[O-],2.7,1.3,6.7,9.1,860,-1.6%,-0.549,-0.282,-0.376,0.644,2.9%,7.8%,-1.26,1410,i,18.2,0.0%
Cc1ccc2c(Cl)cc(Cl)c(OCC(=O)Nc3cccc(S(N)(=O)=O)c3)c2n1,2.3,1.5,7.0,4.5,942,11.4%,-0.16,-0.127,0.0189,-0.172,1.3%,-3.0%,-0.47,1361,i,10.5,4.8%
CCOc1ccc(Cl)cc1CNc1nnnn1C,7.6,18.3,20.0,-0.3,1502,-7.2%,0.705,-0.351,0.609,0.258,-0.6%,-0.9%,0.05,1449,i,-4.8,1.7%
COc1ccccc1C(=O)Nc1ccc(S(=O)(=O)Nc2cc(C)on2)cc1,2.5,3.4,9.1,3.8,982,0.2%,0.223,-0.31,0.0196,0.72,-2.6%,2.2%,-0.68,1767,i,3.2,-0.1%
Cc1ccc(-n2c(=O)c3c4c(sc3n3c(C)nnc23)COC(C(C)C)C4)cc1 (stereo unspecified),1.1,1.6,2.5,·,·,·,1.15,-0.215,0.467,-0.717,·,·,·,·,i,-10.5,-0.6%
Cc1cc(C(=O)Nc2ccc(Cl)cc2)c(C)n1-c1ccccc1,·,·,·,1.3,1142,2.8%,-0.132,-0.188,-0.0991,0.712,·,-0.7%,-1.37,1342,·,·,·
O=C(Nc1nnc(-c2cccnc2)o1)c1cccc(Cl)c1,3.8,3.1,0.1,1.3,1004,-0.3%,-0.76,-0.299,-0.257,0.819,·,-10.9%,0.31,1238,i,5.3,-1.2%
O=C1C2C(c3ccccc3)CC=CC2[C@H](c2ccoc2)N1Cc1ccccc1 (stereo partly specified),·,·,·,0.1,1067,2.1%,1.84,-0.904,0.995,0.433,·,0.2%,·,·,·,·,-0.6%
CC(C)c1ccccc1-n1c(-c2cccnc2)n[nH]c1=S,2.6,1.8,2.7,-1.2,842,8.4%,0.172,-0.238,0.258,-0.0573,-0.4%,-0.8%,0.2,1612,i,11.6,0.2%
CCN(CC)c1ccc(NC(=O)C2CCCN(S(=O)(=O)c3cccnc3)C2)c(C)c1 (stereo unspecified),11.6,1.8,3.5,·,·,0.3%,3.31,0.127,2.41,-1.72,1.3%,4.5%,0.59,715,i,14.0,1.3%
COCCNc1cc(NCCOC)c([N+](=O)[O-])cc1[N+](=O)[O-],4.3,2.1,1.5,·,·,14.7%,-0.42,-0.291,-0.185,0.171,-1.1%,-0.5%,1.16,1316,i,-2.5,0.3%
CC1(C)CC(=O)C(C(c2cccc([N+](=O)[O-])c2)C2C(=O)CC(C)(C)CC2=O)C(=O)C1,2.7,3.7,4.1,-0.5,527,6.0%,-0.748,-0.308,-0.75,0.982,-1.2%,5.5%,0.4,1320,i,-0.3,0.8%[50 µM]
COc1cccc(-n2c(=O)n(Cc3ccccc3)c(=O)c3[nH]cnc32)c1C,·,·,·,-1.3,1343,0.2%,0.572,-0.256,0.7,0.138,·,0.9%,-0.41,1021,·,·,-0.3%
O=C(CSC1=Nc2ccccc2C2=NC(c3ccccc3)C(=O)N12)NCC1CCCO1 (stereo unspecified),1.7,1.4,8.2,·,·,-10.8%,-0.657,-0.346,-0.0672,0.94,1.5%,4.6%,0.73,1002,i,-10.4,3.0%
COc1ccc(OC)c(N=C2C(=O)Nc3ccccc32)c1,1.2,1.5,2.8,-3.3,1230,-4.6%,0.76,-0.152,0.605,-1.43,0.1%,8.9%,-0.86,1242,i,5.6,0.1%
Nn1c(CN2CCCCC2)nc2ccccc2c1=O,2.6,0.2,19.1,·,·,9.7%,1.11,-0.234,0.899,-1.54,-1.5%,3.0%,0.04,1387,i,0.4,2.1%
C/C(=N\NC(=O)c1ccc2c(c1)OCCO2)c1ccccc1,·,·,·,-1.1,1339,-0.7%,0.266,-0.26,0.27,-0.275,·,0.0%,-0.16,1140,·,·,-0.9%
CC(C(=O)Nc1ccc(S(=O)(=O)N2CCCCC2)cc1)N1CCN(c2ccccn2)CC1 (stereo unspecified),5.2,2.4,9.4,-4.3,1052,-3.9%,0.844,-0.257,0.881,-0.0786,0.1%,-2.4%,0.45,1625,i,-3.7,·
COc1ccc(C2(C(=O)Nc3ccc(C)cc3)CCOCC2)cc1,1.2,1.3,6.4,2.0,1033,5.0%,-0.116,-0.25,0.101,-0.0348,0.2%,10.7%,-0.28,1439,i,38.3,-1.4%
Cc1ccc(OCCN(C)C)c([N+](=O)[O-])c1,4.1,2.9,0.4,2.7,550,2.3%,-0.359,-0.28,0.42,0.312,0.1%,1.6%,-0.11,1335,i,9.5,-0.7%
Cc1ccc(S(=O)(=O)N(C)C)cc1NC(=O)/C=C/c1cccs1,3.6,2.2,6.2,-5.0,568,2.6%,-0.343,-0.298,-0.125,-0.00539,0.5%,5.4%,-0.06,1357,i,5.9,-1.2%
O=C(CNC(=O)c1ccc(-c2ccccc2)cc1)OCc1ccc(Br)cc1,1.9,3.9,9.9,4.5,1023,2.6%,0.174,-0.328,-0.297,0.361,-3.6%,8.0%,-0.22,1155,i,-13.8,0.0%
S=C(NCCCN1CCOCC1)Nc1ccc(N2CCOCC2)cc1,2.6,1.2,6.0,-0.4,1136,18.2%,-0.574,-0.247,-0.353,0.802,-1.5%,5.0%,0.18,1372,i,-5.7,-0.4%
CC(C)OC(=O)/C(=C\c1ccccc1)NC(=O)c1ccccc1,2.3,1.3,9.7,0.7,1057,4.6%,-0.24,-0.354,-0.663,1.26,-1.1%,2.3%,-0.34,1244,i,0.5,0.0%
Cc1cccc(OCC(=O)NCc2ccncc2)c1C,4.2,1.8,9.3,0.8,1110,-3.9%,-0.162,-0.216,0.222,-0.119,·,6.2%,·,·,·,·,-1.2%
CC(=O)Nc1cccc(NC(=O)Cc2nc(-c3ccccc3)sc2-c2ccc(C)cc2)c1,2.7,2.8,12.4,-1.5,556,10.1%,0.838,-0.186,0.615,-0.883,-2.6%,2.0%,-1.03,1215,i,4.6,1.8%
COc1ccccc1-n1cnc2c(c1=O)c1nc3ccccc3nc1n2CCc1ccccc1,4.1,4.0,6.3,0.9,483,-0.7%,2.33,-0.204,1.96,-0.76,-2.1%,11.4%,-1.75,1166,i,15.6,0.4%[50 µM]
COc1nc(/C(N)=N/O)nc(N2CCCCC2)n1,3.7,2.3,12.3,·,·,-3.3%,-0.594,0.111,0.0826,0.569,3.0%,-0.4%,·,·,i,9.5,0.0%
COc1cc(CO)ccc1OCc1nnnn1-c1ccc(C)cc1,2.8,0.8,5.0,-5.1,1055,-7.2%,-0.57,-0.26,-0.382,1.42,0.6%,-1.1%,0.17,1646,i,2.2,0.1%
O=c1oc2ccc3ccccc3c2cc1-c1nnc(-c2ccccc2)o1,6.0,3.5,10.2,-0.2,828,-1.4%,-1.29,2.11,-0.153,-3.53,-2.3%,5.6%,·,·,i,-8.1,0.0%
CCc1cccc(NC(=O)c2ccc3c(=O)n4c(nc3c2)CCCCC4)c1,·,·,·,1.9,1328,13.5%,0.798,-0.222,1.05,-0.203,·,1.4%,-0.49,915,·,·,0.4%[50 µM]
CCOC(=O)Nc1ccc2c(c1)N(C(=O)CN1CCN3CCCC3C1)c1ccccc1CC2 (stereo unspecified),2.5,1.5,6.8,0.0,1206,-5.4%,-0.412,-0.229,0.135,0.382,-1.1%,-0.1%,-0.5,976,i,3.4,1.7%
COc1ccc2nc(NC(=O)c3ccc(Br)s3)sc2c1,1.5,1.0,2.3,·,·,5.4%,-0.887,-0.189,-0.178,0.715,-0.3%,5.9%,0.39,905,i,10.2,59.7µM*
